Source: PubChem BioAssay (several laboratories)
LANA DNA inh: inhibitors of KSHV LANA C-terminal domain DNA binding | MBP-C-LANA/FAM-LBS DNA binding, fluorescence polarization | inhibition, % at 9 µM | 0.078% of 340,000 active | AID 504423;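 active = highest replicate inhibition at or above 60% at 9 µM, even if other replicates fall short; inactive = all replicates below 60% inhibition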;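 note: 0% = neutral control wells and 100% = 4 µM acridine orange control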
Arr AP2 block: blocks beta-arrestin peptide binding to AP2 adaptin; FITC-arrestin peptide / GST-AP2 beads, flow cytometry; AP2 beta2 appendage carries R879A mutation; inhibition, % at 10 µM; 0.31% of 340,000 active; AID 504490;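 active = inhibition above a set limit, near 3 SD of compounds lacking own fluorescence, cut at about 54% in these data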;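 note: plate controls were DMSO wells for no effect and 5 µM unlabelled arrestin peptide for full effect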
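Material – AP2 appendage R879A on GSH beads · Buffer or medium – PBS with 0.05% Tween 20 and 0.1% BSA · Probe or stimulus – fluorescein-tagged arrestin peptide at 50 nM final · Incubation – compound with beads 12 min RT, then probe 1 h RT · Detection – high-throughput flow cytometry of beads, ex 488, em 535 nm · Evaluation – percent response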
RTF Ca sens inh: cardiac RTF calcium desensitization; IANBD-labeled cardiac RTF, Ca2+ fluorescence; inhibition, % at 7.15 µM; 0.12% of 340,000 active; P19429+P45379; AID 493244;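 active = inhibition above the mean inhibition of all tested compounds plus 3 SD, cut at about 17% in these data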;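 note: assay run at fixed EC70 calcium of 1.6 mM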
CAL PDZ FP-1: inhibitors of human CAL PDZ peptide binding; Q9HD26; purified CAL PDZ, TMR-peptide fluorescence polarization, 1 h; inhibition, % at 20 µM; 0.02% of 330,000 active; AID 504414;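 active = highest replicate inhibition of at least 40%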;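 note: plate controls were DMSO neutral control wells for no effect and unlabeled competitor peptide control wells for full effect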
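Test system: tagged CAL PDZ domain / Buffer or medium: sodium phosphate/NaCl buffer pH 7.4 with TCEP, IgG, Thesit / Reagent: TMR-labelled reporter peptide T*-PRC34 bound in PDZ groove / Compound dosing: single point, 20 µM / Schedule: 1 h incubation at room temperature before polarization reading / Technique: fluorescence polarization (mP) / Benchmarks: unlabelled peptide, DMSO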
Keap1 Nrf2 FP: inhibitors of human Keap1-Nrf2 protein-protein interaction; Keap1 Kelch-Nrf2 peptide fluorescence polarization, 1536-well; inhibition, % at 9.4 µM; 0.15% of 340,000 active; AID 504523; in the data active = inhibition above about 12%;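 note: human Keap1 Kelch domain with fluorescein labeled Nrf2 9mer peptide probe; 0% = neutral control wells and 100% = peptide positive control; higher means more block of Keap1 binding to Nrf2 peptide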
V-ATPase pH: alters yeast V-ATPase proton transport; S. cerevisiae, pHLuorin cytosolic pH fluorescence; response, % at 10 µM; 0.37% of 350,000 active; in the data active = response mostly above about 7.3%, no sharp cut-off; inactive = mostly below about 5.4%; note: actives read high; inactives centre near 0; some compounds called inactive have numbers as strong as hits
Pemphigus Ab inh: human desmoglein-3 autoantibody binding inhibition; binding (percent of control), % at 10 µM; 0.48% of 310,000 active; P32926; DSG3-coupled beads, scFv-anti-DSG3-GFP binding, flow cytometry; active compounds read low; AID 588358;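 active = binding more than 3 SD below its plate's average and above zero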;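 note: hits lower antibody fragment binding to DSG3; some compounds called inactive have numbers as strong as hits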
Target sequence (P32926 whole entry, looked up, the tested form may be a part): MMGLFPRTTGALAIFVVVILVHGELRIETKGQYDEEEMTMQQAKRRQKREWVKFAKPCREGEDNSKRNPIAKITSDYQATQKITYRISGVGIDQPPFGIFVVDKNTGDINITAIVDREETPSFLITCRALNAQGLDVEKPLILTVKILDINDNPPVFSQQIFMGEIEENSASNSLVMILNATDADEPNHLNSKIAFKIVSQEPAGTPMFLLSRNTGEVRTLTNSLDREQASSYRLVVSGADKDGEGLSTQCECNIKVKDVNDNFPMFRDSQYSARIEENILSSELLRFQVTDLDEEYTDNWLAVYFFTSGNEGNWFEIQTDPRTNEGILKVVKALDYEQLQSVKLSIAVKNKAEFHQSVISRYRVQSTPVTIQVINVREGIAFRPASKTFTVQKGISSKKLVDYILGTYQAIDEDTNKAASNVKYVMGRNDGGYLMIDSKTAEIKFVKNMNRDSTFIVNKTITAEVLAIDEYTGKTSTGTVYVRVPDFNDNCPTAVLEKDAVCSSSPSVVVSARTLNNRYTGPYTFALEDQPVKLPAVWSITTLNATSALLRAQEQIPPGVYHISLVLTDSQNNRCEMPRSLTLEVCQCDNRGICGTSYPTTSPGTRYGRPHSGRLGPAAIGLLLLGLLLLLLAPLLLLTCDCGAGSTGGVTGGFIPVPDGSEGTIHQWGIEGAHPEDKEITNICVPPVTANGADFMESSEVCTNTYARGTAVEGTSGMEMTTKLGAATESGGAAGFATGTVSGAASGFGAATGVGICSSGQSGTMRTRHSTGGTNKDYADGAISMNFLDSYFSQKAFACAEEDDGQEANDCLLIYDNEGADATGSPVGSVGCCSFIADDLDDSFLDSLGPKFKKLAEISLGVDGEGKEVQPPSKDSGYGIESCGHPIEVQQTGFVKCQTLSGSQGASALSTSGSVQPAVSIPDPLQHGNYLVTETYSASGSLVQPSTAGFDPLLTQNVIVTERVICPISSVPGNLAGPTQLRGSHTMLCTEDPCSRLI
DAGLB inhibitor: diacylglycerol lipase beta (human) inhibition | inhibition, % at 5.17 µM | 0.059% of 340,000 active | Q8NCG7 | HEK293T DAGLB membrane lysate, EnzChek fluorogenic substrate | AID 504411; in the data active = inhibition above about 34%;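 note: 0% = enzyme with vehicle and 100% = wells lacking enzyme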
NSD2 HMT inh: NSD2 (human) methyltransferase inhibition; NSD2 peptide methylation, AlphaScreen, 120 min; inhibition, % at 12.5 µM; AID 743445; O96028; 0.54% of 310,000 active; in the data active = inhibition above about 50%
CAL PDZ FP-2: inhibitors of human CAL PDZ peptide binding; Q9HD26; purified CAL PDZ, TMR-peptide fluorescence polarization, 1 h; inhibition, % at 24.9 µM; 0.92% of 300,000 active; AID 602252;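 active = mean inhibition of at least 30% with at least half of replicates also reaching 30%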;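 note: 0% = DMSO neutral control and 100% = excess unlabeled competitor peptide PRC23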
Active calls of the source: *; . = no result given.

Compound	LANA DNA inh	Arr AP2 block	RTF Ca sens inh	CAL PDZ FP-1	Keap1 Nrf2 FP	V-ATPase pH	Pemphigus Ab inh	DAGLB inhibitor	NSD2 HMT inh	CAL PDZ FP-2
COc1cc(NC(=O)COC(=O)c2ccc3ccccc3n2)cc(OC)c1	-1.1	4	-8	-4.4	-19	0	172	-5	3	-4
COC(=O)c1cc(C(=O)OCC(=O)NC2CCCC2)cc([N+](=O)[O-])c1	-0.7	-12	-18	-3.9	-2	-3	107	3	-2	-9
CCn1c(CCNC(=O)c2ccc(OC)cc2)nnc1SCc1ccc(Cl)cc1Cl	0.6	0	0	-1.7	-7	3	133	0	-1	1
O=C(OCc1cc([N+](=O)[O-])cc2c1OCOC2)c1cccnc1SC(F)F	0.2	-13	-16	0.1	6	0	99	-2	-1	0
CC(=O)c1ccc(OCC(=O)N2CCN(S(=O)(=O)c3ccc(Br)s3)CC2)cc1	-1.2	17	-20	-1.1	-3	2	110	4	-3	.
Cc1ccccc1NC(=O)c1cccc(C(=O)Nc2ccccc2C)c1	-0.1	-2	2	-1.9	-7	-2	.	0	1	-2
O=C(Cc1cccs1)N1CCN(c2ccc([N+](=O)[O-])cc2)CC1	0.1	23	-2	-2.9	0	0	82	20	5	-2
C=CCNC(=O)C1CCN(c2cnccn2)CC1	0.6	30	-20	-1.4	0	-1	100	0	-3	-3
Fc1ccc(-n2c(-c3ccc4ccccc4n3)n[nH]c2=S)cc1Cl	1.1	-31	-4	.	-1	0	101	3	2	71*
Cc1c(NC(=O)C2(C)CCCCC2)c(=O)n(-c2ccccc2)n1C	-0.8	-2	-4	-2.0	6	1	106	-8	-2	1
COc1ccc(S(=O)(=O)N2CCC(C(=O)NC3CC3)CC2)cc1OC	0.2	2	-8	-1.1	-4	5	106	2	19	-3
CCOC(=O)c1sc(NC(=O)COC(=O)CNC(=O)c2ccco2)c(C(=O)OCC)c1C	-1.3	14	9	-3.3	-2	-3	.	-5	-2	-2
Cc1ccc(-c2nc(P(=O)(c3ccccc3)c3ccccc3)c(N3CCOCC3)o2)cc1	-1.7	-5	-3	-0.9	2	-1	108	0	5	0
Cc1ccccc1C(=O)Nc1ccccc1Sc1ccccc1	-1.0	19	-24	.	2	5	104	-14	-13	1
O=C(Nc1cccc(NC(=O)c2ccccc2)n1)c1ccccc1	1.1	8	-4	-3.1	3	2	112	-3	6	-6
COc1cc(CNC2CCC(C)C2)cc(OC)c1 (centres undefined)	0.2	11	-2	0.0	-4	-3	99	2	-3	.
COc1ccc(C2CC(c3ccc(Br)cc3)=NN2C(=O)CCC(=O)O)cc1OC (centres undefined)	8.6	7	-4	-1.5	0	1	101	2	2	-4
O=C(NCCCn1ccnc1)c1ccc(N2CCCCCC2)c([N+](=O)[O-])c1	-0.3	3	-13	1.6	0	6	107	4	7	-5
COc1ccc(NC(=O)CCCNC(=O)Cn2cnc3sc(C)c(C)c3c2=O)c(OC)c1	-0.6	30	7	-2.3	6	-3	106	0	5	-3
Cc1cccc(NC(=O)CCOc2ccccc2)c1	0.0	25	1	0.8	2	-1	96	-3	-2	-3
CCC(C)Sc1ccc([C@@H]2[C@@H]3C(=O)N(CC)C(=O)[C@@H]3[C@]3(C(=O)OC)CCCCN23)cc1OC (some centres undefined)	-2.6	-5	-3	-0.1	-4	6	104	-2	.	-5
COc1ccc(N2CCc3c(C)nc4c(OC)cc(OC)cc4c32)cc1	-14	41	-1	-0.7	5	0	.	0	3	-1
Cn1cc([N+](=O)[O-])c(C(=O)Nc2ccc(-c3nc4ccccc4[nH]3)cc2)n1	0.0	-8	3	-2.5	-2	3	91	1	1	.
CCOc1ccc(C(=O)NN2C(=O)C3C4C=CC(O4)C3C2=O)cc1 (centres undefined)	0.6	2	7	-1.4	0	9	101	1	0	-1
O=C1NC(=O)C(=Cc2ccccc2)N1	-3.5	2	3	-0.3	-9	11	114	0	-3	1
CC(C)(C)N1NC2(CCCCC2)NC1=S	.	24	-2	-0.9	0	4	114	-2	1	-1
COc1ccc(Cl)cc1NC(=O)COC(=O)/C=C/c1c(C)nn(C2CCS(=O)(=O)C2)c1Cl (centres undefined)	-1.1	19	-4	-0.8	-4	-1	109	-2	1	-4
CC(=O)C1CCC2C3CCC4CC(=O)CCC4(C)C3C(O)CC12C (centres undefined)	9.6	2	-5	0.8	1	1	113	1	1	-3
O=C(O)COc1ccc(/C=N/NC(=O)c2ccc(-c3csc(Nc4ccc(Cl)cc4)n3)cc2)cc1	-0.4	-2	34*	-1.3	-3	3	31*	4	0	-2
COc1ccc([N+](=O)[O-])cc1NC(=O)CCN1CCOCC1	-3.8	5	-3	-1.1	-1	1	106	-2	-3	-3

Some of these compounds in order of heavy-atom count, lowest first:
Compound	LANA DNA inh	Arr AP2 block	RTF Ca sens inh	CAL PDZ FP-1	Keap1 Nrf2 FP	V-ATPase pH	Pemphigus Ab inh	DAGLB inhibitor	NSD2 HMT inh	CAL PDZ FP-2
O=C1NC(=O)C(=Cc2ccccc2)N1	-3.5	2	3	-0.3	-9	11	114	0	-3	1
COc1cc(CNC2CCC(C)C2)cc(OC)c1 (centres undefined)	0.2	11	-2	0.0	-4	-3	99	2	-3	.
Cc1ccccc1C(=O)Nc1ccccc1Sc1ccccc1	-1.0	19	-24	.	2	5	104	-14	-13	1

(list continues)
Compound	LANA DNA inh	Arr AP2 block	RTF Ca sens inh	CAL PDZ FP-1	Keap1 Nrf2 FP	V-ATPase pH	Pemphigus Ab inh	DAGLB inhibitor	NSD2 HMT inh	CAL PDZ FP-2
C#CCOCCOCCOCCNc1nc(N2CCN(C(=O)C([C@@H](C)O)n3cc([C@@H](N)CCCCN)nn3)CC2)nc(N2CCN(C(=O)[C@H](CCCCN)n3cc([C@@H](N)[C@H](C)CC)nn3)CC2)n1 (some centres undefined)	-4.8	14	-3	-1.5	-16	1	120	-3	.	-4
CN(C)CCN(Cc1cc2cc3c(cc2[nH]c1=O)OCCO3)C(=S)NCC1CCCO1 (centres undefined)	-0.4	-10	-12	-0.3	0	0	97	3	10	1
CC(Sc1nnc2ccccn12)C(=O)Nc1ccc(Cl)cn1 (centres undefined)	0.6	5	-6	-2.5	-4	0	103	2	-1	-1
COc1ccc(C(=O)C2CCCN(Cc3cccn3-c3nccs3)C2)cc1F (centres undefined)	-1.7	14	11	-0.1	-5	-4	105	-1	-4	-7
O=C(Nc1nccs1)c1cc(-c2ccccn2)nc2c(Cl)cccc12	2.2	33	-9	-2.4	5	-1	111	3	8	-7
CC(C)(C)OC(=O)N1CCCN(C(=O)Nc2ccc(OC(F)(F)F)cc2)CC1	-1.8	25	-4	.	-5	-2	.	-3	-2	-6
CCOC(=O)CNC(=O)c1ccc(Cl)s1	.	-16	-7	10	.	-2	111	-1	5	-11
COc1ccc(NC(=S)Nc2ccc(OC(F)F)cc2)cn1	3.4	14	-6	-0.6	-7	0	114	1	-1	3
O=C(CN1C(=O)CCSc2ccccc21)Nc1ccc2c(c1)OCO2	0.7	7	-4	.	-4	-3	92	0	0	-4
CCOC(=O)c1c(C)n(-c2ccc(C)cc2)c2c(CC(C)=O)c(Br)c(OC)c(O)c12	0.2	23	-6	0.3	5	4	.	-2	-2	2
O=C(Cc1ccccc1)Nc1ncccn1	-0.2	0	2	-1.0	-2	2	74	-1	.	0
C=CCC[C@H](Cc1ccc(F)cc1)C(=O)OC[C@@H](Cc1c[nH]c2ccccc12)NC(=O)[C@H](CC=C)CC(=O)NCCO	1.1	-5	3	-0.5	-4	-1	102	-2	.	0
COc1cccc(NC(=O)C2CCCN2C(=O)NC2CCCCC2)c1 (centres undefined)	2.1	-13	0	0.4	3	-2	95	0	-4	4
CCOC(=O)CNC(=O)N1CCCC(C(=O)c2cc(C)c(OC)c(C)c2)C1 (centres undefined)	2.1	9	3	.	-1	3	102	-1	-5	-5
CC(C)[C@H](NC(=O)c1ccccc1Br)C(=O)OCc1nc2ccsc2c(=O)[nH]1	-0.4	-1	8	-4.0	-1	-2	97	-1	-2	-1
Cc1cccc(N=[N+]([O-])c2cccc(C)n2)n1	0.1	-1	-11	0.1	-8	-1	103	0	.	2
COC(=O)CN1C(=O)C(O)(CC(=O)c2ccc(Br)cc2)c2ccccc21 (centres undefined)	-1.4	-5	-9	-1.0	1	-1	103	2	.	.
CCOc1ccc(CNC(=O)CCC(=O)N2CCSc3ccccc32)cc1	0.0	28	-7	0.7	0	-9	102	1	.	.
C/C(=N\NC(=O)CSc1nc(C)cc(C)n1)c1cccc([N+](=O)[O-])c1	0.4	6	-8	0.1	-9	-2	66*	-1	-4	-3
Cc1noc(/C=C/N(C)C)c1S(=O)(=O)N1CCCC(C(=O)Nc2ccccc2F)C1 (centres undefined)	0.6	0	-3	0.9	-1	3	107	0	-2	-4
O=C(CSc1cccc(C(F)(F)F)c1)NC(=O)NCc1ccco1	-0.8	0	-5	-1.9	-3	-1	99	2	4	0
CSc1ccccc1NC(=O)Nc1ccccc1	1.7	5	-3	-2.9	-3	-2	100	-3	-1	.
Clc1ccc(-c2cnc3n2CCCCC3)cc1	-0.6	-4	3	-0.1	-1	-2	110	-6	5	.
COc1cccc(OCc2cc(C(=O)N3CCN(C(=O)c4ccco4)CC3)no2)c1	-1.3	-9	-5	-0.5	2	-8	104	0	-8	139*
COc1ccc(CCC(=O)N2CC(C)OC(C)C2)cc1 (centres undefined)	-0.1	-6	3	-4.3	-4	3	105	2	1	0
COc1ccc(C(CNC(=O)CNC(=O)c2cccc(C)c2)N2CCCCC2)cc1 (centres undefined)	-0.6	1	-18	-1.7	-2	1	97	1	0	-1
Cn1c2ccccc2c(=O)c2ccc(C#CC3(O)CCCCC3)cc21	0.6	-1	5	-6.7	-2	4	101	4	.	-6
Nc1scc2c(C(=O)O)nn(-c3ccccc3)c(=O)c12	45	1	-6	1.1	4	0	99	1	.	2
COc1cccc(CC2CC(=O)N(c3ccc4c(C)cc(=O)oc4c3)C2=O)c1 (centres undefined)	-1.2	-1	-2	-0.4	-6	-1	108	-1	-8	.
O=C(N/N=C/c1cc([N+](=O)[O-])cc([N+](=O)[O-])c1O)/C(=C\c1cccs1)NC(=O)c1ccccc1	-1.1	19	4	0.6	-7	-1	92	21	3	5
CCOc1ccccc1NC(=O)c1ccc2nccnc2c1	-1.1	12	-4	-1.6	-3	-4	103	5	-1	4
CCN(Cc1ccccc1)C(=O)C1CCN(S(=O)(=O)c2ccc3c(c2)OCCO3)CC1	2.0	-3	-1	-1.9	2	-1	103	0	-2	-1

These rows are one share of the data (hit frequency here may not be typical).
